Screening data from PubChem.
AT treatment: qHTS Assay for Identifying a Potential Treatment of Ataxia-Telangiectasia. […] A-T fibroblasts, KAP-1 phosphorylation AlphaLISA; neocarzinostatin DNA damage 30 min before lysis. Potency, µM (highest dose often 57.5 µM), for inactives: top-dose activation, usual class: activators. hit rate 0.19% among 320,000; also: potency is read from the fitted curve at half-maximal effect; % of control where 0% means no effect; nearly all actives have a fitted effect of over 45% in size
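hTERT-immortalized A-T patient fibroblasts ([…]), 500 cells/well in OPTI-MEM, 1% FBS, got compounds for 60 min, then NCS for 30 min at 37C. Lysates were then assayed for phospho-KAP-1 by AlphaLISA (anti-pKAP1 donor, anti-KAP1 acceptor beads), 6 hr at 25C.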
TSHR antag: Antagonists of the Thyroid Stimulating Hormone Receptor: HTS campaign; TSHR-expressing cells, TSH-stimulated cAMP HTRF, 2 h; hits give low values; Thyrotropin receptor (Homo sapiens), P16473; AID 504810, 2011; hit rate 0.2% among 330,000; activity change, negative = inhibition, % at 11.5 µM;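 active = activity change below a set negative limit, meaning inhibition stronger than a set level, cut at about -70% in these data; inconclusive = activity change between two set negative limits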; also: % is scaled to controls: 0 for no effect and ±100 for the full control effect
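Inhibition of cAMP made by TSHR-expressing cells under TSH stimulation (4nM final, EC80; 2 h, 37 deg C) is quantified with a one-step lysis HTRF kit, anti-cAMP cryptate versus cAMP-d2.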
TCR activator: Activators of T cell receptors: qHTS campaign | primary human leukocytes, anti-CD3, IL-2 HTRF, 48 h | Potency, µM (highest dose often 9.22 µM), inactives show at the top dose activation of IL-2 secretion, actives largely listed as activators | 330,000 tested, under 10 active; also: % of control where 0% means no effect
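Human primary leukocytes + a-CD3 beads + cpd, 48 hr; IL-2 in supernatant by HTRF (ex 320nm / em 665nm). No co-stimulatory signal supplied.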
S-ASM inh: Inhibitors of Secretory Acid Sphingomyelinase (S-ASM): qHTS | Potency, µM (series often up to 57.5 µM), without a hit: at the top dose activity change, negative = inhibition, usual class: inhibitors | placental ASM, HMU-PC fluorogenic substrate, 60 min | Sphingomyelin phosphodiesterase (Homo sapiens), P17405 | hit rate 0.006% among 340,000; also: potency is read from the fitted curve at half-maximal effect
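Fluorescence read-out (Ex 386 nm, Em 447 nm) after stopping the reaction at pH 10. Enzyme: ASM from human placenta; substrate HMU-PC0, 9 uM final; 60 min, 37 °C. Compound preincubation 10 min, ambient temperature.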
Tb PFK block: qHTS Assay to Find Inhibitors of T. brucei phosphofructokinase | ATP-dependent 6-phosphofructokinase (Trypanosoma brucei brucei), O15648 | T. brucei PFK, ADP-Glo luminescence | hit rate 0.17% among 330,000 | Potency, µM (series often up to 57.5 µM), without a hit: top-dose activity, negative = inhibition, most hits filed as inhibitors | AID 485367, 2010;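 also: potency is read from the fitted curve at half-maximal effect; 0% = uninhibited 1x PFK enzyme wells and -100% = no-enzyme wells; nearly all actives have a fitted effect of over 60% in size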
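PFK 1.25 nM, F6P 0.5 mM, ATP 0.1 mM, 0.1 M TEA pH 8.0, 5 mM MgCl2, 0.01% Tween20, 0.1% BSA; 45 min RT. ADP-Glo readout. qHTS titration up to 57 uM; curves fitted, compounds curve-classed.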
Mito fusion yeast: qHTS Assay for Small Molecule Inhibitors of Mitochondrial Division or Activators of Mitochondrial Fusion. S. cerevisiae fusion-defective mutant growth rescue, CellTiterGlo 48 h. Potency, µM (top dose mostly 46.1 µM), without a hit: at the top dose growth rescue (activation), actives largely listed as activators. hit rate 0.23% among 320,000;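 also: potency is read from the fitted curve at half-maximal effect; % of control where 0% means no effect; nearly all actives have a fitted effect of over 45% in size; temperature-sensitive fusion mutants such as fzo1-1 at 37 °C on non-fermentable ethanol glycerol medium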
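Luminescent cell viability in 1536-well qHTS format served as the measure of rescued growth in ts fusion-mutant S. cerevisiae cultured on non-fermentable YPEG for 48 hours at 37C.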
a7 integrin act: qHTS for Activators of Integrin-Mediated Alleviation for Muscular Dystrophy; alpha7betagal myoblasts, beta-gal FDG fluorescence, 48 h; Potency, µM (titrated, usually from 38.3 µM), inactives show at the top dose activation, most hits filed as activators; hit rate 0.064% among 350,000; AID 624291, 2012;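 also: potency is read from the fitted curve at half-maximal effect; 100% = response of the positive control SU9516; nearly all actives have a fitted effect of over 60% in size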
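alpha7betagal+/- myoblasts (passage 13, 250/well) treated 48 h at 37C with compounds at 1:260 dilution of DMSO stock. Lysed, then beta-galactosidase activity read as FDG fluorescence (ex 480/em 540) after 30 min, with pre-read for autofluorescence.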
ELG1 repair inh: qHTS screen for small molecules that inhibit ELG1-dependent DNA repair in human embryonic kidney (HEK293T) cells expressing luciferase-tagged ELG1; Potency, µM (highest dose often 46.1 µM), inactives show top-dose activity change, negative = inhibition, hits mostly inhibitors; hit rate 2.3% among 330,000; HEK293T ELG1-luciferase reporter, luminescence, 16 h; DNA damage induced by 5-fluorouridine; also: potency is read from the fitted curve at half-maximal effect; % is scaled to controls: 0 for no effect and ±100 for the full control effect; nearly all actives have a fitted effect of over 55% in size
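Cells (2,000 per well) received 5-fluorouridine plus test compound or DMSO and were incubated 16 hr at 37 °C, 5% CO2. Luciferase activity was read by luminescence 30 min after ONE-Glo addition; signal suppression marked inhibition of damage-induced ELG1 function.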
Chronic BCR inh: qHTS Assay to Find Inhibitors of Chronic Active B-Cell Receptor Signaling; Potency, µM (highest dose often 46.1 µM), for inactives: at the highest dose ratio change, negative = lower green/red ratio, hits mostly inhibitors; AID 493014, 2011; ABC-DLBCL IkBa-CBG/CBR reporter, luminescence ratio, 4 h; hit rate 0.05% among 340,000; active = well fitted inhibition curve with a large enough effect in the signal ratio, with a control signal flat, not every such curve was filed as active; inconclusive = small, poorly fitted or top-dose-only effect, or effect the other way, or a change in a side signal; the % refers to the signal ratio;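 also: potency is read from the fitted curve at half-maximal effect; plate controls were basal doxycycline-induced cells for no effect and cells given 10 µM MG132 for full effect; MG132 reads +100%, hits lower the ratio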
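Doxycycline induced both beetle luciferases in TMD8 lymphoma cells; IKK-driven degradation limits the IkappaBalpha-fused green signal, while red luminescence normalises for cell number and nonspecific effects. Compounds tested up to 46 uM, 4 hrs.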
Eya2 inh: qHTS Assay for Inhibitors of the Phosphatase Activity of Eya2; Potency, µM (highest dose often 76.9 µM), for inactives: top-dose activity, negative = inhibition, usual class: inhibitors; Protein phosphatase EYA2 (Homo sapiens), O00167; hit rate 0.006% among 330,000; recombinant Eya2, OMFP fluorescence dephosphorylation (OMFP is methylfluorescein phosphate); AID 488837, 2010; also: potency is read from the fitted curve at half-maximal effect; % is scaled to controls: 0 for no effect and ±100 for the full control effect
Target sequence (O00167 whole entry, looked up): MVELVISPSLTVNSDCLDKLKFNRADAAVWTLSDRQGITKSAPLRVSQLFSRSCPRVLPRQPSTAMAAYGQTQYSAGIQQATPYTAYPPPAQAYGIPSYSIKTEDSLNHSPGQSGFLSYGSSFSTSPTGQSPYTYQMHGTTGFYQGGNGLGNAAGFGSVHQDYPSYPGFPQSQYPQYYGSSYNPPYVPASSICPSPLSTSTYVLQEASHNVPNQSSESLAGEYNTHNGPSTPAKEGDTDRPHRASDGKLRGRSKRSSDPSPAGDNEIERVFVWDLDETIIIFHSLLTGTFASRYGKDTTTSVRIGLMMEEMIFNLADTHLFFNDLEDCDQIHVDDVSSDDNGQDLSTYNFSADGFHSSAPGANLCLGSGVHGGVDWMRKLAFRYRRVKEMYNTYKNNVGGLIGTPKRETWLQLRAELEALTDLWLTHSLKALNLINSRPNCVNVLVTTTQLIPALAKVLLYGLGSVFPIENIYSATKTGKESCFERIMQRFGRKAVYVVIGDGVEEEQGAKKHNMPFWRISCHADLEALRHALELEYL
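Eya2 (0.2 uM) preincubated 10 min at ambient with compound, then OMFP substrate added at 50 uM; 10 min reaction in 50 mM HEPES pH 7.5, 50 mM NaCl, 5 uM MgCl2, 0.05% BSA, 1 mM DTT. Fluorescence read at Ex 485/Em 525 nm.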
TSG101-PTAP inh: qHTS Assay for Iinhibitors of HIV-1 Budding by Blocking the Interaction of PTAP/TSG101 | 340,000 tested, under 10 active | Tumor susceptibility gene 101 protein (Homo sapiens), Q99816 | AID 493005, 2010 | Fluorescence polarization, FITC-PTAP peptide / Tsg101 binding | Potency, µM (titrated, usually from 115 µM), inactives show at the highest dose activity change, negative = inhibition, hits mostly inhibitors; active = well fitted inhibition curve with a large enough effect in the main read-out, with a control signal flat, not every such curve was filed as active; inconclusive = small, poorly fitted or top-dose-only effect, or effect the other way, or a change in a side signal; inactive = no such curve, though single readings can be large or run the other way; also: potency is read from the fitted curve at half-maximal effect; % of control where 0% means no effect
Target sequence (Q99816 whole entry, looked up): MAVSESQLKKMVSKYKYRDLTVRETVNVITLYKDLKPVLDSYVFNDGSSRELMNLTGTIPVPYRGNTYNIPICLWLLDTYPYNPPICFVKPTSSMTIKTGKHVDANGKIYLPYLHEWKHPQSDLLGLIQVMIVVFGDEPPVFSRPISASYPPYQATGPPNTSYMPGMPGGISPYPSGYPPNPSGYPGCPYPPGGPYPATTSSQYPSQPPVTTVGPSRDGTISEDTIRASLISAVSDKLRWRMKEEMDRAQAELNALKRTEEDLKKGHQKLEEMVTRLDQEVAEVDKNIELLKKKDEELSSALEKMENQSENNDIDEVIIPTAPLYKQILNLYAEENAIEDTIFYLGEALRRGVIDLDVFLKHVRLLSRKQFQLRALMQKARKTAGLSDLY
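Steps: Tsg101 binding domain dispensed (10 uM final), compounds pinned in DMSO, FITC-labeled PTAP-motif peptide added (50 nM final); after 20 min binding at room temperature, polarization measured.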
Active calls of the source: *; u = inconclusive; x = not tested or not shown; [ ] = another dose, or the depositor's remark. Unless noted, calls follow the shape of the dose curve; as a rule, active = well fitted curve in the direction sought with a large enough effect; inconclusive = small, poorly fitted or top-dose-only effect, or another doubt; inactive = no such curve, though single readings can be large; an effect the other way counts as inactive or inconclusive. Random draw from the library. About 3.2% of those tested had a hit in this group.

Second line of a record: AT treatment, TSHR antag, TCR activator, S-ASM inh, Tb PFK block, Mito fusion yeast, a7 integrin act, ELG1 repair inh, Chronic BCR inh, Eya2 inh, TSG101-PTAP inh
- COC(=O)c1ccc(NC(=O)CSc2nnc(C(C)NC(=O)c3ccccc3Cl)n2C)cc1 (stereo not given)
  6%, 13, -3%, -3%, 1%, -1%, -2%, -4%, -1%, -1%, -3%
- COC(=O)c1[nH]c2cc(C)ccc2c1NC(=O)CN1CCOCC1
  3%, 2, -3%, 0%, -10%, 2%, 17%, -11%, 11%, 3%, -2%
- Cc1ccc(S(=O)(=O)CCC(=O)NC2CCCC2)cc1
  -3%, -3, 3%, 1%, -5%, -2%, -17%, -9%, -4%, -5%, -2%
- Cc1ccccc1C(=O)N1CCC(C(=O)OCc2nc(N)nc(Nc3ccccc3)n2)CC1
  -3%, -2, 4%, 0%, 8%, 4%, -1%, -13%, -21%, -4%, -4%
- O=C(CCS(=O)(=O)c1ccccc1)Nc1nc(-c2ccc(F)cc2)cs1
  10%, 5, -2%, -4%, -1%, 0%, -57%[inhibitor], 7%, 16%, -26%, -12%
- O=C(NN1CCOCC1)c1ccccc1NS(=O)(=O)c1ccc(F)cc1F
  -5%, 6, 12%, 0%, -1%, x, 1%, u, 0%, -4%, -5%
- COc1ccc(-c2nnc(SCc3cc(C)cc(C)c3)o2)cc1
  u, -23, 2%, -7%, 0%, 6%, 1%, 4%, -7%, -20%, -4%
- Cc1ccc2nc(N(CCCN(C)C)C(=O)c3ccco3)sc2c1
  -4%, 10, -7%, -2%, -5%, 3%, -67%[inhibitor], u, u, -10%, -3%
- Cc1ccc(C(=O)Nc2nnc(NC(=S)Nc3ccccc3)s2)cc1
  -3%, -8, x, -13%, -3%, -12%, -15%, u, -26%, 7%, -4%
- Oc1ccc(N2CCN(C(=S)NCCc3ccccc3)CC2)cc1
  5%, 8, 4%, -2%, -15%, 0%, -36%, -3%, -3%, -24%, -3%
- CCOC(=O)C1CCCN(CC(O)COC(c2ccccc2)c2ccccc2)C1 (stereo not given)
  2%, 0, -12%, 0%, 0%, -6%, 0%, 17%, -1%, -10%, 2%
- CCCCC1(CCCC)NC(=S)N(Nc2ccc(C)cc2)C1=O
  x, 25, 0%, -4%, 1%, -4%, -18%, 11%, u, 3%, -8%
- Cc1cc(F)ccc1NC(=S)NCCc1ccccc1
  4%, 5, -3%, 1%, -3%, -6%, 21%, 1%, -12%, -9%, 0%
- COc1cc(C(=O)N2CCC(n3cnc4cc(F)ccc43)CC2)cc(OC)c1OC
  1%, -4, 4%, 0%, -2%, -2%, -17%, -21%, -8%, 5%, -5%
- O=C(NCCCN1CCOCC1)c1cc(-c2ccc(O)cc2)on1
  5%, 2, 7%, 4%, 2%, -1%, -4%, u, -4%, -11%, -4%
- C=Cc1ccc2c(c1)N(C)C(=C)S2
  -3%, 1, 4%, 2%, -14%, -5%, -31%, -1%, -10%, -22%, -11%
- CCCN(CCC)S(=O)(=O)c1ccc(C(=O)Nc2nc(-c3ccccc3)c(C(=O)OCC)s2)cc1
  4%, 9, -3%[46.1 µM], -1%, 12%, -2%, 5%, u, u, -1%, 0%
- CC(C)(C)n1ncc2c(=O)n(CC(=O)c3ccccc3)cnc21
  2%, 18, 7%[46.1 µM], -3%, 0%, 6%, 7%, u, 15%, -3%, -5%
- COc1ccc(-c2noc(CCC(=O)NCC3CCCO3)n2)cc1 (stereo not given)
  -1%, 4, 1%, -1%, 0%, -3%, -8%, 1%, 20%, 5%, -1%
- CN(Cc1cccs1)S(=O)(=O)c1ccc(Cl)cc1F
  8%, 2, 2%, 0%, 1%, 2%, -6%, 29%, 3%, -14%, 0%
- CCCn1c(SCC(N)=O)nnc1-c1ccco1
  6%, -10, -4%, 4%, -5%, -1%, 4%, 0%, -2%, -3%, -6%
- O=c1[nH]c2cc3c(cc2cc1C(c1nnnn1C1CCCC1)N1CCCc2ccccc21)OCCO3 (stereo not given)
  -1%, 2, -3%, -4%, -5%, 0%, u, -14%, -4%, -3%, 2%
- CC(C)Oc1ccc(CNC(=O)Cn2c(=O)oc3ccccc32)cc1
  0%, 3, 3%, -2%, -12%, -3%, 0%, -3%, 6%, 9%, -1%
- O=C1NC(=O)/C(=C\c2ccc(OCc3cnc(Cl)s3)cc2)S1
  2%, -26, -67%, -2%, -1%, 2%, -7%, 13%, u, 2%, -4%
- CCOc1ccc(C(C#N)N2CCOCC2)cc1OC (stereo not given)
  15%, 14, -4%, 1%, 14%, 12%, -8%, 14%, -19%, 4%, 0%
- CN(C)C(=O)CCC(=O)N1CCCCC1C(=O)Nc1ccc(Oc2ccccc2F)cc1 (stereo not given)
  4%, -6, 4%, 5%, 0%, 0%, -12%, -2%, 0%, -24%, 1%
- Cc1cc(C)c2c(c1)cc(C)c1nnc(SCC(=O)Nc3ccc(S(=O)(=O)N4CCCCC4)cc3)n12
  -1%, 0, -1%, -13%, 0%, 11%, -12%, 8%, -1%, -13%, -6%
- Cn1ccnc1C(=O)c1cc(=O)c2ccccc2o1
  7%, -9, 3%, 0%, 2%, 1%, -11%, u, -1%, 17%, -9%
- COc1ccc(CN(C)CC(=O)NC(=O)NCc2ccccc2)cc1OC
  -1%, 19, -4%, 4%, 8%, -1%, 3%, 2%, 0%, 3%, 2%
- O=C1NC(=S)S/C1=C1\Sc2ccccc2N1CCCS(=O)(=O)O
  -8%, -6, -12%, 3%, 11%, 5%, 14%, 17%, -1%, 6%, -4%
- O=C(Nc1ccc2c(c1)OCCO2)C1CC(c2ccccc2Cl)=NO1 (stereo not given)
  u, 28, 7%, 5%, 11%, 16%, 5%, u, -4%, 3%, -4%
- NS(=O)(=O)c1ccc(CCNC(=O)c2cc3ccccc3oc2=O)cc1
  6%, -7, -4%, -1%, -4%, 3%, -4%, 11%, 2%, 8%, 0%
- CCCCOc1ccc(N2C(=O)CC(N(CCc3ccccc3)C(=O)/C=C/C(=O)O)C2=O)cc1 (stereo not given)
  2%, 3, -3%[46.1 µM], 4%, 13%, 0%, 23%, 15%, 4%, -7%, -3%
- Cc1oc2c(C)c(O)ccc2c(=O)c1N1C(=O)c2ccccc2C1=O
  2%, 37, -8%[46.1 µM], 4%, 5%, 1%, 12%, -16%, 5%, 5%, 0%
- COc1cccc(NC(=O)COC(=O)c2ccc(F)cc2F)c1
  -7%, -2, 0%[46.1 µM], 2%, -5%, 7%, 16%, 1%, -2%, -5%, 0%
- Cc1ccc(-c2nn3c(C)nnc3s2)cc1N
  -2%, -8, 8%, 14%, 0%, 2%, 14%[7.66 µM], u, -6%, 9%, -8%
- CN1C(=O)C2(c3ccccc31)N(C)CC(c1ccccn1)C21SC(=S)N(Cc2ccco2)C1=O (stereo not given)
  -8%, -4, 1%, -1%, 4%, 9%, -43%, -12%, u, -16%, -4%
- C=CCC[C@H](Cc1ccc(F)cc1)C(=O)OC[C@@H](Cc1c[nH]c2ccccc12)NC(=O)[C@@H](CC=C)CC(=O)NCCO
  7%, -11, -8%, -10%, -1%, x, 4%, u, u, -15%, -3%
- CCOC(=O)Cc1csc(NC(=O)/C=C/c2ccc(Br)o2)n1
  22%, 5, 7%, -1%, 2%, -3%, 21%, u, u, -5%, 0%
